# Bioassay records as filed in PubChem.
# All columns: NCI-60 one-dose screen, growth in % after 48 h at 10 µM unless noted; 100 = growth as untreated, 0 = no growth, -100 = all killed.
# HL-60(TB): HL-60(TB) leukemia cells | 78,000 tested, 9% active; active = growth percent below 10
# * marks the source's active call; other numbers are inactive results; & = joins results of further samples; [ ] = another dose, or the depositor's remark. A portion of the library, so the mix of outcomes need not match the whole.
compound | HL-60(TB)
COc1cccc(-c2ccnc(/N=C(\N)Nc3ccc(S(=O)(=O)Nc4nc(C)cc(C)n4)cc3)n2)c1 | 92
CC1(C)N=C(N)N=C(N)N1c1ccc(CCCC(=O)Nc2ccccc2S(=O)(=O)F)cc1 | 97
Cc1ccc(NC(=O)c2nc(S(C)=O)oc2-c2ccc(F)cc2)cc1Nc1ccc2ncn(C)c(=O)c2c1 (stereo unspecified) | 72
Cc1ccc(NC(=O)c2ccco2)c(C)c1 | 101
CCCCCNCC(=O)Nc1ccc(C(=O)OCCCCC)cc1 | 69
CC(C)CCSc1nc(NN)c(C#N)c(-c2ccccc2)n1 | 89
COc1cc(/C=C2\C(=O)N(CCOc3cc(O)c4c(=O)cc(-c5ccccc5)oc4c3)c3ccccc32)cc(OC)c1O | -9.1*
COc1ccc(Oc2nc(Nc3ccc(N4CCCCC4)nc3)ncc2NC(=O)c2cc(OC)cc(OC)c2)cc1 | 0.5*
NC(=N\N=C/c1cccc([N+](=O)[O-])c1)/C(N)=N\N=C/c1cccc([N+](=O)[O-])c1 | 104
CC(=O)N/C(=C/c1ccccc1)C(=O)O | 91
Cc1ccccc1-c1cc(-c2cccc(Cl)c2)c(C#N)c(=O)[nH]1 | 16
Nc1cc(=O)nc2cn[nH]n12 | 94
CCCCOC1NC(=O)NC(=O)C1(F)C(=O)OCC (stereo unspecified) | 63
COC(=O)C(C)CN1CCCCCC1 (stereo unspecified) | 99
O=C(O)c1c(Sc2ccc(F)cc2)c(=O)[nH]c2ccc(Cl)cc12 | 114
COc1ccc(-c2cc(-c3ccc(Cl)cc3)nc(SCCCCCCC(=O)O)n2)cc1OC | 99
O=C1CCC23OC(C(O)c4ccccc4N12)C(O)C3O (stereo unspecified) | 89
Nc1cccc2ccccc12 | 26
Cc1cc(NS(=O)(=O)c2ccc(Nc3nc(/C=C/c4ccc(O)cc4)nc4ccccc34)cc2)no1 | 106
CCOC(=S)SC1CCCC1 | 91

# In another format: 2 of the compounds above.
> Cc1ccc(NC(=O)c2ccco2)c(C)c1
  HL-60(TB) = 101
> CCCCOC1NC(=O)NC(=O)C1(F)C(=O)OCC (stereo unspecified)
  HL-60(TB) = 63

# Later entries:
compound | HL-60(TB)
CC1CCN(Cc2cn(CC(=O)Nc3ccc4c(ccn4Cc4ccccc4)c3)nn2)CC1 | 98
COc1cc2c(c(OC)c1OC)C(=O)CC(c1cccc(N)c1)O2 (stereo unspecified) | 101
c1cncc(CCc2ccncc2)c1 | 98
Cc1nc(Nc2ccc(NC(=S)Nc3ccccc3)cc2)c2ccccc2n1 | 86
CCCS(=O)(=O)Oc1ccc(NC(=O)C23CC4CC(CC(C4)C2)C3)cc1 | 92
COc1ccc2cc(-c3ccc(C(=O)NN)c(C)n3)ccc2c1 | 104
Cc1ccc2c(n1)C(=O)C(Cl)=C(Nc1ccc(S(=O)(=O)Nc3nnc(C)s3)cc1)C2=O | 88
NC(N)=N/N=C(\c1ccc(Br)cc1)C1CC1 | 95
COc1ccc(C(=O)c2sc3nc4c(cc3c2N)N2CCC4CC2)cc1OC | 94
O=C(O)c1ccc(-c2nn(-c3ccc(C(F)(F)F)cc3)cc2CNc2ccc(Br)cc2)cc1 | 87
CCCCNS(=O)(=O)c1cccc(C(=O)Nc2ccccc2F)c1 | 117
Clc1ccc(N/N=C(\c2ccccc2)c2ccccn2)nc1 | -28*
N#Cc1c(NCc2ccccc2)oc(-c2ccccc2)c1-c1ccccc1 | 90
C=C1c2nc3ccccc3n2C=C(c2ccccc2)N1Cc1ccc(OC)cc1 | 62
O=C1C=C(c2ccccc2)C(c2ccccc2)C1O (stereo unspecified) | 92
C[C@]12CC[C@H]3[C@@H](C[C@@H]4SC(c5ccc(F)cc5)=N[C@@]45CC(=O)CC[C@]35C)[C@@H]1CCC2=O | 100
CN(C)CCC(=O)c1c[nH]c2ccccc12 | 97
NNC(=O)c1ccccc1Cl | 102
Cc1cccc(OCC(=O)O)c1 | 98
O=c1[nH]c2ccc(Cl)cc2c(O)c1C(c1ccc(Cl)cc1)c1c(O)c2cc(Cl)ccc2[nH]c1=O | 101

# Some of these compounds in order of molecular weight, low to high:
compound | HL-60(TB)
Cc1cccc(OCC(=O)O)c1 | 98
NNC(=O)c1ccccc1Cl | 102
c1cncc(CCc2ccncc2)c1 | 98
CN(C)CCC(=O)c1c[nH]c2ccccc12 | 97
COc1ccc2cc(-c3ccc(C(=O)NN)c(C)n3)ccc2c1 | 104
Clc1ccc(N/N=C(\c2ccccc2)c2ccccn2)nc1 | -28*
CCCS(=O)(=O)Oc1ccc(NC(=O)C23CC4CC(CC(C4)C2)C3)cc1 | 92
C=C1c2nc3ccccc3n2C=C(c2ccccc2)N1Cc1ccc(OC)cc1 | 62
Cc1nc(Nc2ccc(NC(=S)Nc3ccccc3)cc2)c2ccccc2n1 | 86
COc1ccc(C(=O)c2sc3nc4c(cc3c2N)N2CCC4CC2)cc1OC | 94
C[C@]12CC[C@H]3[C@@H](C[C@@H]4SC(c5ccc(F)cc5)=N[C@@]45CC(=O)CC[C@]35C)[C@@H]1CCC2=O | 100
CC1CCN(Cc2cn(CC(=O)Nc3ccc4c(ccn4Cc4ccccc4)c3)nn2)CC1 | 98
Cc1ccc2c(n1)C(=O)C(Cl)=C(Nc1ccc(S(=O)(=O)Nc3nnc(C)s3)cc1)C2=O | 88
O=c1[nH]c2ccc(Cl)cc2c(O)c1C(c1ccc(Cl)cc1)c1c(O)c2cc(Cl)ccc2[nH]c1=O | 101
O=C(O)c1ccc(-c2nn(-c3ccc(C(F)(F)F)cc3)cc2CNc2ccc(Br)cc2)cc1 | 87

# (list continues)
compound | HL-60(TB)
CCCCCCCCCCCCCCCC(=O)NCCCC[C@@H](NC(=O)[C@@H](C)NC(=O)[C@@H](CCCCN)NC(=O)[C@@H](C)NC(=O)[C@@H](CC(C)C)NC(=O)[C@@H](CCCCN)NC(=O)[C@@H](C)NC(=O)[C@@H](CC(C)C)NC(=O)[C@@H](CCCCN)NC(=O)[C@@H](CCCCN)NC(=O)[C@@H](C)NC(=O)[C@@H](CC(C)C)NC(=O)[C@@H](CCCCN)NC(=O)[C@@H](C)NC(=O)[C@@H](CC(C)C)NC(=O)[C@@H](CCCCN)NC(=O)CCCCCN)C(N)=O | 93[7.25 µM]
CCOC(=O)c1cnc2ccc(C)cc2c1Nc1cccc(S(=O)(=O)NC)c1 | 112
C/C=C/C(=O)OCCCCCCCCCCCC | 85
C/C(=N/NC(N)=S)c1sc(Nc2ccc(C)cc2)nc1C | 97
NS(=O)(=O)c1ccc(Cn2c(SCC(=O)N/N=C/c3cccc(O)c3)nc3ccccc3c2=O)cc1 | 100
O=C1/C(=C/c2cccs2)SC(=S)N1CCCN1CCOCC1 | 90
COC(OC)c1cccc(N)c1 | 114
COc1cc(/C=C2\CCC/C(=C\c3ccc(OCC4CO4)c(OC)c3)C2=O)ccc1OCC1CO1 (stereo unspecified) | -4.0*
Fc1ccc(NCc2nnc(-c3ccc(F)cc3)o2)cc1 | 118
COc1ccc2[nH]cc(-c3cc(N)n4nc(-c5c[nH]c6ccc(OC)cc56)cc4n3)c2c1 | -46*
CCSc1nnc2c(/C=C/c3ccc([N+](=O)[O-])cc3)nc3ccccc3n12 | 69
CCOC1=C(OCC)C(=O)c2ccccc2C1=O | 83
COc1cccc(/C=N/Nc2nc(-c3ccc(Br)cc3)cs2)c1O | 81
CC(C)(C)C(=O)/C=C/c1ccc(Cl)cc1 | 101
O=S1(=O)OC(c2ccc(O)c(Cl)c2)(c2ccc(O)c(Cl)c2)c2ccccc21 | 109
COc1cc(NC(=O)CN(CCCl)CCCl)cc(OC)c1OC | 56
CCC(=O)OC1CC(C)=C2C(=O)C=C(C)[C@@H]2[C@H]2OC(=O)[C@H](C)[C@H]12 (stereo partly specified) | 102
C=CC(=O)NC(O)C(Cl)(Cl)Cl (stereo unspecified) | 98
O=C1Nc2ccc(Cl)cc2/C1=N/N=C/c1cccnc1 | 101
N#Cc1c(NC(=O)c2cccs2)[n+]([O-])c2cc(C(F)(F)F)ccc2[n+]1[O-] | 89

# Next section:
structure	HL-60(TB)
C1CN(CC2CO2)CCO1 (stereo unspecified)	98
CN(Cc1ccc(C(F)(F)F)nc1)c1cc(C(=O)Nc2ccccc2)ncn1	104
COc1ccc(C)cc1-c1cc2ccccc2c(=O)o1	89
COc1ccccc1NC1=C(Cl)C(=O)c2nc(C)ccc2C1=O	-48*
NNc1nnc(NN)c2ccccc12	67
O=C1c2c(c3c4cc(Br)ccc4[nH]c3c3ccc4ccccc4c23)C(=O)N1CCO	97
COC(=O)c1c2c(c(C)[n+]([O-])c1C)C(=O)C=C(NCc1ccccc1)C2=O	-31*
O=C1C=CC(=CC=C2C=CN(CCCCCCCCCCCO)C=C2)C=C1	4.0*
CN1c2c(C(=O)NC3CC3)cnn2CC1c1ccccc1 (stereo unspecified)	98
O=c1oc2c3ccc4cnccc4c3[nH]c2c2ccccc12	27
Cc1cc(Cl)c2c(c1)C(=N/O)/C(=C\c1ccco1)O2	89
CCN1C(=O)N(CC)C2C1N=C(SCc1ccc(Cl)cc1)N2/N=C/C=C/c1ccccc1 (stereo unspecified)	40
Cc1c(-c2cnc3ccc(F)cc3c2C(=O)O)nnn1-c1ccc([N+](=O)[O-])cc1	91
COc1cc(OC)c(C(=O)/C=C/c2cc3c(cc2OCc2ccccc2)OC(C)(C)CC3)cc1CC=C(C)C	-29*
O=S(=O)(O)c1cc2ccc1ccc1ccc(cc1S(=O)(=O)O)n1on1c1ccc(ccc3ccc(cc3S(=O)(=O)O)nn2)c(S(=O)(=O)O)c1	104
CCNC(=O)C(O)C(Cc1ccccc1)NC(=O)c1[nH]c2ccccc2c(=O)c1C (stereo unspecified)	108
COc1ccc2c(c1)O/C(=C\c1cccc(O)c1O)C2=O	62
CCN(CC)CCN1c2nc3ccccc3cc2Sc2cc3ccccc3nc21	-21*
O=C(Nc1nc2ccccc2c2c(=O)c3cc(Cl)ccc3sc12)c1ccccn1	104
C=C1C(=O)O[C@H]2[C@H]1CC/C(CNC(=O)CCc1ccc(OC)cc1)=C\CC[C@@]1(C)O[C@@H]21	4.0*
O=C(Nc1ccccc1OCC1CCCO1)c1ccc(-c2ccccc2)cc1 (stereo unspecified)	70
O=NN(C(=O)Nc1ccccc1)c1ccccc1	68
COc1ccc(Sc2cccc(Cl)c2)c(C(=O)O)c1	91
COC(=O)C(c1ccccc1)C(Br)C(=O)c1ccc(Cl)cc1 (stereo unspecified)	102
N#CC1=C(N)Oc2c(ccc3ccccc23)C1c1ccc(Br)cc1 (stereo unspecified)	100
CCOc1cccc(-c2nc3sccn3c2-c2ccnc(S(C)(=O)=O)n2)c1	37
N#Cc1c(-c2ccc(O)cc2)nc(Nc2nc3ccccc3s2)[nH]c1=O	97
CCCCCCCCCCCCCCCCCC(=O)[O][Sn]([CH2]CCC)([CH2]CCC)[CH2]CCC	-18*
CC1(C)CCCC(C)(C)N1c1ncnc2sc3c(c12)CCN(Cc1ccccc1)C3	110
C1COC2OCCOC2O1 (stereo unspecified)	102
COC1OC2COC(c3ccccc3)OC2C2OC12 (stereo unspecified)	95&106
O=C(O)c1ccc(-c2nn(-c3ccc(C(=O)O)cc3)cc2/C=N/Nc2ccccc2F)cc1	31
COC1(OC)C2(Cl)CCC1(Cl)C(Cl)=C2Cl	139
O=c1cc(-c2ccccc2)c2ccc(O)cc2o1	121
Cc1cc2nc3c([nH]c2cc1C)c1ccc(=O)cc1n3CCN(C)C	17
C=C(C)C(=O)N(C)c1cccc(Br)c1C	100
[2H]c1c([2H])c(C2([2H])CCCNC2[2H])c([2H])c([2H])c1-n1cc2cccc(C(N)=O)c2n1 (stereo unspecified)	88
O=C(Nc1ccccc1Cl)c1ccccc1Cl	100
[O]=[Sn]([CH]1CCCCC1)[CH]1CCCCC1	7.5*
Cc1nc2ccccc2c(/C=C/c2ccc(Cl)cc2)c1C(=O)/C=C/c1ccc(Cl)cc1	-35*
C[C@@H](C[C@H](CC1CC1)c1ccccc1)c1ccc2ccccc2c1	107
Nc1ccn(Cc2nnc(CCC(=O)c3nc4ccccc4[nH]3)o2)c(=O)n1	81
Clc1ccc2[nH]cc(-c3cncn3CCc3ccc4c(c3)OCO4)c2c1	52
NNc1nc2c(cnn2-c2ccccc2)c2nc(=S)c(N)nn12	110
Cc1ccc(-c2noc(CC(=O)c3ccc([N+](=O)[O-])cc3)n2)cc1	65
O=C(Cc1c[nH]c2ccccc12)N=Nc1c(O)[nH]c2ccc(Cl)cc12	100
COc1ccc(S(=O)(=O)NCCCNc2nccc(-c3[nH]c(-c4ccccc4)nc3-c3ccc(F)c(OC)c3)n2)cc1	48
CC(C)(C)C1CCC(OC=O)CC1 (stereo unspecified)	114
COc1ccc(OCC(O)CN2CCN(c3ccc(C)cc3)CC2)cc1 (stereo unspecified)	115
COc1cc(-c2nn(C(C)(C)C)cc2-c2ccnc(NCCCNS(=O)(=O)c3ccc(F)cc3)n2)ccc1F	90
Cc1cccc(-c2nnc(-c3cccc4ccccc34)o2)c1	93
CCOc1cc2c(cc1OCC)[C@@H]1C[C@@H](O)[C@H](O)[C@H](O)[C@H]1NC2=O	95
CO[C@@H]1[C@@H](OC)N(S(=O)(=O)c2ccc(Cl)cc2Cl)C(=O)N1S(=O)(=O)c1ccc(Cl)cc1Cl	97
Cc1cc(C)cc(OCCCN(C)C(=O)c2ccc(C#CC(C)(C)O)o2)c1	81
CN1C(=O)N(C)C2Nn3c(s/c(=C\c4ccccn4)c3=O)=NC21 (stereo unspecified)	110
CC(=O)Nc1ccc(CCCCc2ccc(NC(C)=O)cc2)cc1	91
COc1ccc2cc(C(C)NC(=O)Nc3ccc(S(=O)(=O)NC(C)=O)cc3)ccc2c1 (stereo unspecified)	112
CC1=Nc2c(C#N)c(-c3cc(=N)oc4ccc(Br)cc34)nn2C1=O	103
C[C@]12CCC(=O)C=C1CC[C@H]1[C@@H]3CCC(=O)O[C@@]3(C)CC(=O)[C@@]12F	109
COc1ccc(C(O)c2cc3c(N)c(C(=O)Nc4cccc(OC)c4)sc3nc2C)cc1 (stereo unspecified)	-56*

# Later entries:
structure	HL-60(TB)
O=C(c1ccccc1)c1ccc(N2CCOCC2)cc1	99
Nc1cccc(Cl)c1N	79
COC(=O)CNC(=O)c1ccc(NC(=O)c2[nH]c(C)c(Cl)c2Cl)c(O[C@H]2CCNC2)c1	96
CCOC(=O)Nc1ccc2c(c1)Cc1cc([N+](=O)[O-])ccc1-2	90
CC(=O)c1ccccc1C(C)c1ccc(Br)c2ccccc12 (stereo unspecified)	90
O=C(/C=C/Nc1ccc(S(=O)(=O)Nc2cnc3ccccc3n2)cc1)c1cc2cc(Br)ccc2oc1=O	116
